# KLK7 zymogen act – activators of human kallikrein-7 zymogen; activation, % at 7 µM; purified proKLK7, EDANS-DABCYL substrate fluorescence; 100% is mature enzyme control, 0% vehicle; 370,000 tested, 0.9% active; AID 652039; P49862;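 active = activation above the mean of all tested compounds plus 3 SD, computed per campaign excluding outliers beyond control limits, cut at about 13% in these data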
# UHRF1 MBD2 ctr – UHRF1 methyl-DNA binding inhibition; Q96T88; UHRF1 binding to methylated oligo, TR-FRET; inhibition, % at 4.4 µM; 370,000 tested, 0.75% active; in the data active = inhibition above about 21%;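 note: UHRF1 SRA domain binding a hemimethylated CpG hairpin DNA probe; 0% = median of test compound wells and 100% = reference inhibitor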
# PLC-beta3 inh – inhibitors of human phospholipase C beta3. Q01970. Purified PLC-beta3, fluorogenic substrate, fluorescence. inhibition, % at 12.2 µM. 370,000 tested, 0.18% active. AID 720704; in the data active = inhibition above about 11%;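 note: 0% = median of compound wells on plate and 100% = full blocker control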
# Tn6 DDE FP – inhibitors of Tn6 peptide binding to human fibrin DD(E) | P02675 | Fibrin DD(E) TRITC-Tn6 fluorescence polarization displacement | inhibition, % at 8.3 µM | 370,000 tested, 0.21% active;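 active = inhibition above a per-campaign cutoff: mean of compounds within control limits plus 3 SD, cut at about 15% in these data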;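 note: 0% = median of all compound wells on the plate and 100% = blocking peptide control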
# Target sequence (P02675 whole entry, looked up): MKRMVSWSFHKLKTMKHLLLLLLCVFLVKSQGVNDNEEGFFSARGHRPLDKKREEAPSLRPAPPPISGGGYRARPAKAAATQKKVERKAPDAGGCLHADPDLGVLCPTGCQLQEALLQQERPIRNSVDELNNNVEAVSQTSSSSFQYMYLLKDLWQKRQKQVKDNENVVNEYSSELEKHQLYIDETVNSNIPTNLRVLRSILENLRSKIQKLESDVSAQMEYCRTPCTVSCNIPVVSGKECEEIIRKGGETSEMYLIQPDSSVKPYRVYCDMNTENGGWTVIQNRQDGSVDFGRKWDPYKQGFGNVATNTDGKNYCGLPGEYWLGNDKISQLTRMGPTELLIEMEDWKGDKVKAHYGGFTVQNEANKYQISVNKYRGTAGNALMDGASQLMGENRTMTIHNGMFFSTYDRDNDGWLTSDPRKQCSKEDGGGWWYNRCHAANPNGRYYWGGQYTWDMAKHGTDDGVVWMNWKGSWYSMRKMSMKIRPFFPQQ
# ASAP1 inh – blocks human ASAP1-stimulated Arf1 GTP hydrolysis. Q9ULH1. GDP FP detection. inhibition, % at 16.5 µM. 360,000 tested, 0.19% active; in the data active = inhibition above about 25%;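 note: 0% = vehicle with enzyme and substrate and 100% = no enzyme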
# PLC-gamma1 inh – blocks human PLC-gamma1 enzyme activity | 370,000 tested, 0.84% active | inhibition, % at 12.2 µM | P19174 | purified PLC-gamma1, fluorogenic substrate, fluorescence | AID 720700; in the data active = inhibition above about 9.5%
# MBD2 DNA inh – blocks human MBD2 binding to methylated DNA; Q9UBB5; TR-FRET, MBD2 binding to methylated oligonucleotide; inhibition, % at 4.4 µM; 370,000 tested, 0.31% active; in the data active = inhibition above about 13%
# Target sequence (Q9UBB5 whole entry, looked up): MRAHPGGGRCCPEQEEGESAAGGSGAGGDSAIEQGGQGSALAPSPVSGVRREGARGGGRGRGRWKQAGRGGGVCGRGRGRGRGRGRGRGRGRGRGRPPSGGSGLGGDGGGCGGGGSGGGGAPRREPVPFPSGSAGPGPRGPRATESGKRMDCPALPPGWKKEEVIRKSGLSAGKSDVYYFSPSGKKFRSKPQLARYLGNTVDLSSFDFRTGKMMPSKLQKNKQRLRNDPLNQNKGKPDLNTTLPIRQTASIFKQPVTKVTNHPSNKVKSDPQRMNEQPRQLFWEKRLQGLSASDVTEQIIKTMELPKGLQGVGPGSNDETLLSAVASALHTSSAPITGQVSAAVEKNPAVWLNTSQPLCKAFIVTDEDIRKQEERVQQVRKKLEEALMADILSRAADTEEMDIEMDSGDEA
# Tn7 DDE FP – disrupts Tn7 cyclic peptide binding to fibrin D-Dimer-E complex; P02675; FP displacement of FITC-Tn7 peptide from fibrin DD(E); 0% = median of compound wells per plate; inhibition, % at 8.3 µM; 370,000 tested, 0.13% active;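 active = inhibition above the mean of compounds falling within the control limits plus 3 SD of them, cut at about 14% in these data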;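 note: 0% = plate median of compound wells and 100% = 10 µM Aha-Tn7 peptide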
#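 Assay system: human fibrin DD(E) protein / Input: 2 µM fibrin DD(E) / Benchmarks: high control of 10 µM Aha-Tn7 peptide / Measured by: fluorescence polarization of the labelled Tn7 tracer / Medium: Tris buffer with calcium and detergent, pH 7.8 / Timing: 10 min compound pre-incubation, 3 h probe incubation at room temperature / Repeats: one replicate per compound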
# ADAM17 inh – inhibitors of human ADAM17; P78536; recombinant ADAM17, EDANS/DABCYL FRET peptide cleavage; inhibition, % at 6.95 µM; 370,000 tested, 0.83% active; AID 720648;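 active = inhibition above the mean of compounds lying between control limits plus 3 SD, set per campaign, cut at about 8.5% in these data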;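 note: 0% = DMSO-only wells as the low control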
# ARFGAP1 inh – inhibitors of rat ARFGAP1. Q62848. inhibition, % at 16.5 µM. Arfgap1-stimulated ARF1 GTP hydrolysis, GDP FP detection. 360,000 tested, 0.26% active;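 active = inhibition above a per-plate limit, mean inhibition of low control wells plus 3 SD, cut at about 25% in these data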;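 note: 0% = DMSO wells with enzyme and 100% = wells lacking Arfgap1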
# Target sequence (Q62848 1-136 limits assumed): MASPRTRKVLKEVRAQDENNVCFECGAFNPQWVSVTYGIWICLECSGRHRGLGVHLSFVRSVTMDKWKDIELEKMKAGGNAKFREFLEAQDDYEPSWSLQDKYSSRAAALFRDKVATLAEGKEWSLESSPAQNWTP
#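 Assay system: purified rat His6-Arfgap1 residues 1-136 (GAP domain); Reagent: human Δ17 ARF1 bound to GTP; Dosing: 16.5 µM single point, 1.26% DMSO; Times: GTP hydrolysis reaction 2 h at 25 °C; Signal: FP, GDP Alexa 633 tracer displaced from anti-GDP antibody, 620/688 nm; Measure: % inhibition from polarization.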
# * marks the source's active call; other numbers are inactive results; / = not tested or not shown. An unsorted share of the library, and some 4.1% of all compounds hit somewhere here.
SMILES,KLK7 zymogen act,UHRF1 MBD2 ctr,PLC-beta3 inh,Tn6 DDE FP,ASAP1 inh,PLC-gamma1 inh,MBD2 DNA inh,Tn7 DDE FP,ADAM17 inh,ARFGAP1 inh
C[C@@H]1COc2cccc(N3CCCC3)c2S(=O)(=O)N1,0.1,-2,-1,-1,6,1,0,-2,-4,-1
COc1cccc(CN(C(=O)Cc2c[nH]c3ccccc23)C(C(=O)NC2CCCCC2)c2cccs2)c1 (stereo not given),0.4,2,1,-2,-2,0,3,3,8,-3
CCCCCC(=O)N1C[C@@H](n2cc(COC(=O)c3ccccc3)nn2)[C@H](O)C[C@@H]1c1ccc(C)cc1,0.2,2,0,1,9,-43,-5,5,-3,1
COc1cc(-c2c(-c3ccc4c(c3)OCO4)noc2C)ccc1F,-0.3,1,-6,1,5,-2,-6,-2,4,3
COc1cc(C(C2C(=O)CC(C)(C)CC2=O)C2C(=O)CC(C)(C)CC2=O)ccc1OC(C)=O,1.4,1,0,-3,12,4,4,-2,1,1
CCOC(=O)NCCOC(=O)Nc1ccc(Cl)cc1,0.1,0,3,8,-3,2,1,0,1,5
O=C(OCC(=O)N1CCCC1)c1cc(Br)ccc1Cl,0.7,1,2,-4,-3,1,3,0,-1,-12
NS(=O)(=O)c1ccc(NC(=S)N2CCN(c3cccc(Cl)c3)CC2)cc1,-0.1,1,3,-2,-5,4,-1,-5,5,6
N#CC1(NC(=O)COC(=O)C23CC4CC(CC(O)(C4)C2)C3)CCCCC1,-0.2,-2,-4,-7,3,-1,-4,4,-1,12
c1ccc2c(-c3nnc4n3CCCCC4)cc(-c3ccncc3)nc2c1,0.5,1,0,3,-1,-4,2,4,-4,-6
COc1cc(/C=C2/SC(=S)N(CC3CCCO3)C2=O)ccc1O (stereo not given),0.0,-4,-114,-8,-12,-100,-7,-6,3,-3
CCOC(=O)c1c(C)n(C)c2ccc(OC)c(NC(=O)c3cccs3)c12,-0.7,-1,-6,-12,2,-2,-1,-7,-1,4
O=C(Nc1ccc(F)c(Cl)c1)C1CCCN(c2cnccn2)C1 (stereo not given),0.8,-2,-39,3,-8,-17,-5,2,-11,7
c1cc2c(cc1CN1CCN(C3CCCCCC3)CC1)OCO2,-0.6,0,0,1,5,0,3,-4,2,-6
CCOc1ccc(OCC)c(Nc2cc(C)nc3ncnn23)c1,-0.2,2,5,8,-6,3,-1,-5,2,9
CCN(CC)c1ccc(CNc2nc3ccccc3n2CC)cc1,0.3,-2,-6,-6,8,0,0,4,-5,-14
CCOc1ccc(-n2c(SCC(=O)Nc3ccccc3-c3ccccc3)nnc2-c2cccs2)cc1,0.1,-2,1,-5,/,3,1,-1,6,/
COC(=O)c1c(NC(=O)C2CC=CCC2C(=O)O)sc(C)c1C (stereo not given),-0.2,-1,-6,3,-2,-4,-2,-3,-8,6
CCCCN(CC)CCNC(=O)c1cc2c(=O)n(C)c3ccccc3c2n1C,1.6,2,-14,0,-1,-12,-1,8,-20,-7
COc1cc(C)c(S(=O)(=O)NCCCn2ccnc2)cc1C,-0.2,2,-2,1,5,0,5,6,-7,12
COc1ccccc1-n1cnc2sc(-c3ccccc3)cc2c1=O,0.1,10,2,-2,2,0,4,-3,-3,3
C[C@H]1CN([C@@H](C)CO)C(=O)c2cc(Br)cnc2O[C@@H]1CN(C)C(=O)C1CCC1,-0.7,0,0,-4,3,2,0,2,-2,-9
OCCNC(=S)c1ccccc1,0.1,0,-5,-5,7,3,-3,-6,-1,-17
CC(=O)Nc1cccc(C(=O)OCC(=O)Nc2nnc(-c3ccccc3)o2)c1,-0.5,-3,1,-1,-16,-2,0,-3,-5,-2
CCN(C)Cc1c(C(=O)N2CCc3ccccc3C2)nc2ccc(Cl)cn12,-1.6,3,-4,3,-14,-4,-2,7,-5,11

# 6 compounds out of the list above, ordered by the value under ADAM17 inh, smallest number first:
SMILES,KLK7 zymogen act,UHRF1 MBD2 ctr,PLC-beta3 inh,Tn6 DDE FP,ASAP1 inh,PLC-gamma1 inh,MBD2 DNA inh,Tn7 DDE FP,ADAM17 inh,ARFGAP1 inh
C[C@@H]1COc2cccc(N3CCCC3)c2S(=O)(=O)N1,0.1,-2,-1,-1,6,1,0,-2,-4,-1
COc1ccccc1-n1cnc2sc(-c3ccccc3)cc2c1=O,0.1,10,2,-2,2,0,4,-3,-3,3
C[C@H]1CN([C@@H](C)CO)C(=O)c2cc(Br)cnc2O[C@@H]1CN(C)C(=O)C1CCC1,-0.7,0,0,-4,3,2,0,2,-2,-9
O=C(OCC(=O)N1CCCC1)c1cc(Br)ccc1Cl,0.7,1,2,-4,-3,1,3,0,-1,-12
CCOc1ccc(-n2c(SCC(=O)Nc3ccccc3-c3ccccc3)nnc2-c2cccs2)cc1,0.1,-2,1,-5,/,3,1,-1,6,/
COc1cccc(CN(C(=O)Cc2c[nH]c3ccccc23)C(C(=O)NC2CCCCC2)c2cccs2)c1 (stereo not given),0.4,2,1,-2,-2,0,3,3,8,-3

# Just UHRF1 MBD2 ctr, for 3 of the compounds above:
Molecule | UHRF1 MBD2 ctr
NS(=O)(=O)c1ccc(NC(=S)N2CCN(c3cccc(Cl)c3)CC2)cc1 | 1
CCCCCC(=O)N1C[C@@H](n2cc(COC(=O)c3ccccc3)nn2)[C@H](O)C[C@@H]1c1ccc(C)cc1 | 2
COc1ccccc1-n1cnc2sc(-c3ccccc3)cc2c1=O | 10

# Other entries follow.
SMILES,KLK7 zymogen act,UHRF1 MBD2 ctr,PLC-beta3 inh,Tn6 DDE FP,ASAP1 inh,PLC-gamma1 inh,MBD2 DNA inh,Tn7 DDE FP,ADAM17 inh,ARFGAP1 inh
Cc1cc(NC(=O)CSc2nnc(CNc3cccc(C(F)(F)F)c3)n2Cc2ccco2)no1,0.0,0,-4,3,4,-2,4,1,-1,7
Cc1cccc(OCCOC(=O)c2c(-c3ccccc3)noc2C)c1,0.5,3,-9,2,9,2,3,8,0,13
CC1CC1C(=O)N(CCC1=CCCCC1)c1c(N)n(Cc2ccccc2)c(=O)[nH]c1=O (stereo not given),-0.3,2,-12,6,4,0,3,4,-6,-7
CC1CCCN(c2cccc3c2S(=O)(=O)N(Cc2ccc(F)cc2)[C@@H](C)[C@H](c2ccccc2)O3)C1 (stereo not given in full),-0.7,2,-1,1,0,0,0,-3,-5,4
CN(CC(=O)Nc1ccc(OC(F)(F)F)cc1)C(=O)Cn1c(=O)cnc2ccccc21,0.1,-2,-8,-5,13,-3,-5,-2,6,6
Cn1cc(/C=C2\SC(=O)NC2=S)c2ccccc21,0.1,-7,-6,-1,-7,-3,-4,16*,3,-5
Cc1noc(C)c1-c1ccc2ncnc(NC(C)c3ccco3)c2c1 (stereo not given),4.8,0,-25,7,5,-20,2,-3,-10,-8
CCNC(=O)COc1ccc2ccccc2c1,0.7,-1,3,1,7,7,-5,-5,-2,-17
CC(C)NC(=S)NN=C1CCC(c2ccccc2)CC1 (stereo not given),0.0,-2,-1,-6,-1,2,-3,-4,3,7
CO[C@H]1CN(C)C(=O)c2ccc(NC(=O)C3CCC3)cc2OC[C@H](C)N(Cc2ccc(F)cc2)C[C@@H]1C,-0.3,0,1,12,-7,1,1,0,1,-5
Cc1ccc(S(=O)(=O)OCC(=O)Nc2ccc(C(=O)O)c(O)c2)cc1,0.1,8,-15,-10,-14,5,8,5,-2,-4
Cc1cccc(NC(=O)C2CC(=O)NC(Nc3nc4ccccc4s3)=N2)c1 (stereo not given),-0.4,14,4,-7,-2,0,0,-1,-8,2
COc1cccc2c(=O)n(CC(=O)Nc3ccc(F)cc3F)ccc12,0.4,-1,-4,4,1,1,-6,5,-12,2
Cc1ccc(NC(=O)CCn2nc([N+](=O)[O-])cc2C)nc1,-0.7,4,7,5,-14,4,-1,-5,5,8
O=C(CSc1nnc(CNC(=O)c2cccc(C(F)(F)F)c2)o1)NC1CCCCC1,0.3,0,-6,10,-2,-2,0,6,0,-6
O=S(c1cc(Cl)cc(Cl)c1O)c1cc(Cl)cc(Cl)c1O,-0.2,0,-20,7,-9,-13,-2,-5,0,-23
Cn1c(SCC(=O)N2CCOCC2)nc2cccnc21,0.5,10,4,-3,3,0,0,-12,-2,13
Clc1ccc(SCCCCn2ccnc2)cc1,-0.1,1,1,-9,7,-1,0,-1,-4,-6
Cc1[nH]nc(Nc2ccc(O)cc2)c1[N+](=O)[O-],0.5,-5,0,-1,-6,5,-6,-4,-1,9
O=C(NC(=S)NCCSc1ccccc1)c1cccnc1,0.1,-3,-1,3,1,0,1,0,-1,-4
COC(=O)C1CCN(C(=O)COC(=O)CC(NC(C)=O)c2ccccc2)CC1 (stereo not given),-0.3,3,2,-5,-13,1,2,0,-1,12
COc1ccc(NC(=O)CN2C(=O)C(c3ccccc3)=NC23CCCCCC3)cc1OC,-0.2,-1,-4,-1,2,2,-3,-5,-1,-13
Cc1ccc(C(=O)CN(C(=O)c2ccc(Cl)c(Cl)c2)N2C(=O)C3C4C=CC(C4)C3C2=O)cc1 (stereo not given),-0.5,1,0,-9,6,0,-8,4,-3,-4
CN1CCN(CC(=O)N2c3ccc(S(=O)(=O)NCCNC(=O)OC(C)(C)C)cc3C(=O)Nc3cccnc32)CC1,-1.3,6,-3,-7,10,0,6,0,-5,-1
O=C(Nc1cccc(F)c1)[C@@H]1CCCN1,0.3,1,-7,-3,-2,0,3,9,-4,-7
Cc1ccc(S(=O)(=O)N2[C@@H](c3ccc(Cl)cc3)C(C(=O)O)=CC[C@H]2c2ccc3c(c2)OCO3)cc1,0.0,1,0,-1,1,-2,-4,4,0,-8
Cc1ccc2c(c1)C(=O)CC1(CCC(C(C)(C)C)CC1)O2 (stereo not given),-1.4,-1,1,-1,11,4,3,-1,-1,15
Cc1cc(N/C(=N/S(=O)(=O)c2cc(F)ccc2F)c2ccccc2)n(-c2ccccc2)n1,0.3,7,-4,-4,7,6,6,-2,-1,-8
CCn1c(C)nc2cc(C(=O)N=Nc3c(O)[nH]c4c(C)cc(C)cc34)ccc21,-0.2,-3,3,-2,-2,2,-1,4,-1,5

# Single records, as listed above:
# CC1CCCN(c2cccc3c2S(=O)(=O)N(Cc2ccc(F)cc2)[C@@H](C)[C@H](c2ccccc2)O3)C1 (stereo not given in full) is listed as KLK7 zymogen act = -0.7; UHRF1 MBD2 ctr = 2; PLC-beta3 inh = -1; Tn6 DDE FP = 1; ASAP1 inh = 0; PLC-gamma1 inh = 0; MBD2 DNA inh = 0; Tn7 DDE FP = -3; ADAM17 inh = -5; ARFGAP1 inh = 4
# Clc1ccc(SCCCCn2ccnc2)cc1 is listed as KLK7 zymogen act = -0.1; UHRF1 MBD2 ctr = 1; PLC-beta3 inh = 1; Tn6 DDE FP = -9; ASAP1 inh = 7; PLC-gamma1 inh = -1; MBD2 DNA inh = 0; Tn7 DDE FP = -1; ADAM17 inh = -4; ARFGAP1 inh = -6

# Compound activity from PubChem.
